High-throughput results: PubChem, several laboratories
Calb biofilm kill: clotrimazole potentiators killing Candida biofilms, primary screen, with clotrimazole, Alamar Blue; C. albicans biofilm + clotrimazole; inhibition, % at 6 µM; actives 0.14% (n = 85,000);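 active = inhibition above 20%; inactive = inhibition below 20%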;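 also: preformed 24 hr biofilms exposed to compound for 48 hr; 0% = biofilm without compound and 100% = blank killed by clotrimazole plus chlorhexidine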
PLK1 PBD inh: Plk1 polo box domain binding inhibitors, primary screen, biochemical, fluorescence polarization; Plk1 PBD phosphopeptide binding; inhibition, %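 (tested at about 20 µM)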; actives 0.13% (n = 97,000); in the data active = inhibition above about 34%, passing the limit was not always enough
LYP act: LYP phosphatase activators, primary screen, biochemical, DiFMUP fluorescence, 2 µM; Tyrosine-protein phosphatase non-receptor type 22 (Homo sapiens), Q9Y2R2; recombinant LYP; 0 = plate median, 100 = signal doubled; activation, % at 2 µM; actives 0.11% (n = 96,000); AID 697, 2007;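 active = activation at 2 µM above a set limit, the mean plus 5 SD, cut at about 37% in these data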
Rev-RRE block: HIV-1 Rev-RRE binding inhibitors, primary screen, biochemical, FRET, protein-RNA interaction; P05866; Rev peptide-RRE RNA binding; inhibition, % at 8 µM; actives 0.79% (n = 97,000);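 active = inhibition above the screen-wide mean plus 3 SD, cut at about 35% in these data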;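 also: 0% = median DMSO wells and 100% = median Neomycin B control wells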
Target sequence (P05866 whole entry, looked up): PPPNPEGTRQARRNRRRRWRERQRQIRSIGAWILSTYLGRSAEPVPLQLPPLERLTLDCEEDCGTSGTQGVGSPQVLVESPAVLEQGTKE
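Probe or stimulus: fluorescein-Rev peptide as binding partner; assay system: Cy5-tagged RRE RNA duplex with fluorescein-tagged Rev peptide; timing: 5 min compound–RNA preincubation, then 15 min with peptide, 25 °C; medium: HEPES pH 7.5 buffer with KCl, MgCl2, NaCl and EDTA; signal: fluorescein-to-Cy5 FRET, 480 nm excitation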
CYP2C9 inh: blockers of cytochrome P450 2C9 activity – biochemical, luminescence, ADME assay, primary screen. P11712. actives 20% (n = 96,000). inhibition, % at 5 µM. AID 777, 2007. CYP2C9 Supersomes, luciferin-H conversion;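 active = blocking of liver enzyme CYP2C9 beyond about 50% at 5 µM, limit read from the data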; also: values of inactives mirror those of a sister screen read the other way
PTPN22 inh 2: PTPN22 phosphatase inhibitors, primary screen, biochemical, DiFMUP fluorescence, 2 µM; inhibition, % at 2 µM; recombinant LYP catalytic domain; Tyrosine-protein phosphatase non-receptor type 22 (Homo sapiens), Q9Y2R2; actives 0.21% (n = 96,000);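 active = inhibition at 2 µM at or above a set limit, the screen mean plus 3 SD, cut at about 24% in these data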;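 also: 0% = DMSO with enzyme and 100% = enzyme fully blocked by orthovanadate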
EphB4 antag: EphB4-ephrin-B2 interaction antagonists, primary screen, biochemical, TNYL-RAW peptide probe, fluorescence polarization | Ephrin type-B receptor 4 (Homo sapiens), P54760 | EphB4 LBD / TNYL-RAW-Alexa532 peptide | inhibition, % at 7 µM | actives 0.15% (n = 97,000) | AID 720, 2007;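 active = inhibition above the screen-wide mean inhibition plus 3 SD, cut at about 15% in these data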;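 also: 0% = DMSO wells and 100% = excess unlabeled TNYL-RAW peptide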
Target sequence (P54760 whole entry, looked up, the tested form may be a part): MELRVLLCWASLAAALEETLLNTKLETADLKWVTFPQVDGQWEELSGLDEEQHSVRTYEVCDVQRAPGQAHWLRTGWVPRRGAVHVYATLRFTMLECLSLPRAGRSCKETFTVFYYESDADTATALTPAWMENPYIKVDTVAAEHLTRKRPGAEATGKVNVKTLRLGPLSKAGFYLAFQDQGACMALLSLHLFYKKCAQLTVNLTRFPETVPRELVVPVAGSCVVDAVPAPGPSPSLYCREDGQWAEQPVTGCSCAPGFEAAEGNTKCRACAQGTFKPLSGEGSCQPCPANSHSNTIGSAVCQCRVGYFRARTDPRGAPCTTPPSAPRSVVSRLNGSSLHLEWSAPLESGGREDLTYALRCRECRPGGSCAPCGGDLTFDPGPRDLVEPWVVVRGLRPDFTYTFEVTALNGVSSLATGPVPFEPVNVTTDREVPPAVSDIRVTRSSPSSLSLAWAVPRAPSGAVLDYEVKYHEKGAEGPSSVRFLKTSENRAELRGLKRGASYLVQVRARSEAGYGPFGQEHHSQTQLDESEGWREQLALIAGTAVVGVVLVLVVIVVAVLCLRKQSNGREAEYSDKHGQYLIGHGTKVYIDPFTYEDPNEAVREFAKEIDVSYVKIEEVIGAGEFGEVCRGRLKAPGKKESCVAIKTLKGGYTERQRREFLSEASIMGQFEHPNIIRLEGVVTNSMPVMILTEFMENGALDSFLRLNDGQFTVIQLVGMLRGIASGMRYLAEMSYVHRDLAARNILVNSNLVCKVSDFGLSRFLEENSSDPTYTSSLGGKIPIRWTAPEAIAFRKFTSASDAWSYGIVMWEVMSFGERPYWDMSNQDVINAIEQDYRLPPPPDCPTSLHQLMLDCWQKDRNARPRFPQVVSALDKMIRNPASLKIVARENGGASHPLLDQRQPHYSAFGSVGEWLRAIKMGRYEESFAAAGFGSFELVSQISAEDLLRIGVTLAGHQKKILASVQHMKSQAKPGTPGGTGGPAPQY
PLK1 kinase inh: human PLK1 kinase inhibitors, primary screen, biochemical, TR-FRET | Serine/threonine-protein kinase PLK1 (Homo sapiens), P53350 | inhibition, % at 10 µM | actives 0.53% (n = 97,000) | recombinant PLK1 kinase, TR-FRET peptide phosphorylation;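 active = inhibition of 50% or more in the single-concentration screen; inactive = inhibition below 50%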;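 also: 0% = DMSO max control and 100% = H-89 dihydrochloride min control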
CYP2C9 act: human CYP2C9 activators, primary screen, biochemical, luminescence; Cytochrome P450 2C9 (Homo sapiens), P11712; AID 1024, 2008; recombinant CYP2C9, luciferin-H conversion; stronger effect = higher value; factor 1 = untreated enzyme, 0 = blocked; actives 1.4% (n = 96,000); activation factor at 5 µM;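 active = activation factor of 2 or more for CYP2C9 at a 5 µM dose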;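 also: 0 = sulfaphenazole-blocked wells and 1 = vehicle-only wells; values of inactives mirror those of a sister screen read the other way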
* = called active by the depositor; / = not tested or not shown.

[1] O=C(NC(Oc1ccccc1)C(Cl)(Cl)Cl)c1ccccc1 (configuration not stated)
[2] CN1C(=O)N(C)C(=O)C2(Sc3ccccc3C2=O)C1=O
[3] CCCc1nc2ccccc2c(=O)n1-c1cccc(OC)c1
[4] N#Cc1ccccc1Cn1cc(C(=O)c2cccs2)c2ccccc21
[5] O=C(c1ccco1)c1cn(Cc2ccccc2Cl)c2ccccc12
[6] CCC(=NCC1CCCO1)c1c(O)[nH]c(=O)[nH]c1=O (configuration not stated)
[7] CCOP(=S)(OCC)SCC(=O)NC(C(=O)O)C(C)C (configuration not stated)
[8] Cc1cccnc1-n1c(-c2ccccc2)nc2ccccc2c1=O
[9] C=CCN1C(=O)NC(=O)/C(=C/c2ccc(OC)c(CSc3ccccn3)c2)C1=O
[10] COc1cc2c3c(c1OC)-c1cc(O)ccc1CC3NCC2 (configuration not stated)

assay / compound,1,2,3,4,5,6,7,8,9,10
Calb biofilm kill,/,7,7,4,10,1,5,/,11,8
PLK1 PBD inh,-4,57*,-5,14,2,-23,-24,-42,2,-4
LYP act,3,3,-6,-8,14,-2,1,0,1,6
Rev-RRE block,6,4,1,8,21,5,2,7,8,7
CYP2C9 inh,9,17,27,89*,89*,8,92*,4,19,4
PTPN22 inh 2,1,-6,4,0,-12,2,0,3,1,-8
EphB4 antag,10,9,0,5,-4,-3,-3,-7,-1,2
PLK1 kinase inh,-7,-9,-10,-10,-47,-17,-7,-5,-12,-12
CYP2C9 act,0.9,0.8,0.7,0.1,0.1,0.9,0.1,1,0.8,1

As entered above:
CCOP(=S)(OCC)SCC(=O)NC(C(=O)O)C(C)C (configuration not stated) in LYP act = 1
Cc1cccnc1-n1c(-c2ccccc2)nc2ccccc2c1=O in CYP2C9 inh = 4
COc1cc2c3c(c1OC)-c1cc(O)ccc1CC3NCC2 (configuration not stated) in CYP2C9 inh = 4
C=CCN1C(=O)NC(=O)/C(=C/c2ccc(OC)c(CSc3ccccn3)c2)C1=O in LYP act = 1
O=C(c1ccco1)c1cn(Cc2ccccc2Cl)c2ccccc12 in LYP act = 14
CCC(=NCC1CCCO1)c1c(O)[nH]c(=O)[nH]c1=O (configuration not stated) in PLK1 PBD inh = -23

(listing goes on)
[11] Nc1ccccc1C(=O)OCC(=O)N1CCc2ccccc21
[12] CCCCOC(=O)C1=C(N)OC2=C(C(=O)CCC2)[C@]12C(=O)Nc1ccccc12
[13] NC(=O)OCCSc1nnc(-c2cccc(C(N)=S)c2)o1
[14] Cc1c(/C=N/O)c2ccccc2n1C
[15] CC(=O)c1c(C)n(C(C)C)c2ccc(O)cc12
[16] CCOC(=O)C1SC2(C(F)(F)C(F)F)CC1(O)c1c(c(OC)c3occc3c1OC)O2 (configuration not stated)
[17] N[C@@H](Cc1c[nH]c2ccccc12)c1nnc(SCc2ccc(Cl)cc2)o1
[18] O=C(CN1CCOCC1)Nc1ccc(Br)cc1C(=O)c1ccccc1
[19] OC1(c2ccc(F)cc2)CC2CCC(C1)N2Cc1nnnn1C1CCCC1 (configuration not stated)
[20] Cc1cc(C)nc(-n2c(C)nc3cc(Cl)ccc3c2=O)c1

assay / compound,11,12,13,14,15,16,17,18,19,20
Calb biofilm kill,1,1,8,-10,6,/,4,5,5,2
PLK1 PBD inh,25,10,9,1,-19,-11,6,-13,-10,-9
LYP act,-3,3,21,7,-8,-4,-10,1,6,-4
Rev-RRE block,7,1,6,1,1,11,-1,2,-2,-2
CYP2C9 inh,27,24,/,/,/,87*,44,/,81*,90*
PTPN22 inh 2,0,-6,-17,-10,5,3,8,-6,-6,5
EphB4 antag,6,-3,-5,0,-1,9,-7,-7,-16,1
PLK1 kinase inh,1,-3,1,-6,-13,8,-1,-7,-8,-9
CYP2C9 act,0.7,0.8,/,/,/,0.1,0.6,/,0.2,0.1

[21] CC(=O)NC1CC2CCCC(C1)N2 (configuration not stated)
[22] CCOc1ccc(CN(CCCl)CCCl)cc1C(=O)OC
[23] COCCNC(=O)c1c(N)n(CCC(C)C)c2nc3ccccc3nc12
[24] CCCC12CN3CC(CCC)(CN(C1)C3c1ccccn1)C2=O (configuration not stated)
[25] O=c1c2ccccc2nc(CSc2ncnc3nc[nH]c23)n1-c1ccc(Cl)c(Cl)c1
[26] CC(C)COc1ccc(C2(C#N)CC[N+](C)(C)CC2)cc1
[27] Cc1ccccc1OCCN=Cc1c(O)n(C)c(=O)n(C)c1=O
[28] CCC(C(=O)N1CCC2(CC1)OCCO2)c1ccccc1 (configuration not stated)
[29] O=C(NC1(C(F)(F)F)Oc2ccccc2O1)N1CCC2(CC1)OCCO2
[30] COc1ccc(C=C2C(=O)N(C)C(=O)N(C)C2=O)cc1CSc1ccccn1

assay / compound,21,22,23,24,25,26,27,28,29,30
Calb biofilm kill,3,4,-2,8,/,/,9,7,5,7
PLK1 PBD inh,17,1,-1,13,9,41,7,-7,3,9
LYP act,-5,4,-12,15,10,15,13,-4,-1,3
Rev-RRE block,1,9,16,-2,6,-3,4,3,1,12
CYP2C9 inh,0,97*,40,-16,44,-16,27,/,/,25
PTPN22 inh 2,4,-1,14,-11,-6,-13,-10,7,4,-1
EphB4 antag,3,5,2,0,1,-6,1,2,-3,7
PLK1 kinase inh,-1,18,-13,-7,-10,-3,-19,-13,-4,-16
CYP2C9 act,1,0,0.6,1.2,0.6,1.2,0.7,/,/,0.8

[31] CCOC(=O)C1=C(C)OC(N)=C(C(=O)OCC)[C@@]12C(=O)N(CC(N)=O)c1ccccc12
[32] COc1ccc(CN2CCCCC2c2cccnc2)cc1C (configuration not stated)
[33] CC(C(=O)c1c[nH]c2ccccc12)N1CCSCC1 (configuration not stated)
[34] C=CCN1C(=O)C2(C(C(=O)OCC)=C(N)Oc3ccccc32)C2=C1CCCC2=O (configuration not stated)
[35] O=C(c1cccn2c(=O)c3ccc(Cl)cc3nc12)N1CCC2(CC1)OCCO2
[36] CN(C)c1ccc2c(c1)N=C(c1ccco1)OP2(=S)N1CCOCC1 (configuration not stated)
[37] COc1ccc2c(c1)c(C(=O)CN1CCN(C)CC1)c(C)n2Cc1ccccc1
[38] Cc1cc(C)c(S(=O)(=O)NCC2CCC(C(=O)N3CCC4(CC3)OCCO4)CC2)c(C)c1 (configuration not stated)
[39] CCCOC(=O)c1c(N)n(Cc2cccs2)c2nc3ccccc3nc12
[40] CC(C)N(CC(O)c1cccc([N+](=O)[O-])c1)C(C)C (configuration not stated)

assay / compound,31,32,33,34,35,36,37,38,39,40
Calb biofilm kill,7,5,2,-2,7,12,-5,6,0,/
PLK1 PBD inh,3,-1,-16,-2,21,15,12,0,-5,-16
LYP act,-3,14,-1,-4,-6,3,-8,4,2,0
Rev-RRE block,6,7,10,4,-1,6,16,-5,2,9
CYP2C9 inh,0,15,15,-8,14,18,0,13,25,-5
PTPN22 inh 2,0,-17,-2,5,8,-6,9,-1,-2,5
EphB4 antag,-1,1,-1,2,4,-1,2,0,-4,3
PLK1 kinase inh,2,-11,-2,14,-19,-11,-3,-4,0,-4
CYP2C9 act,1,0.9,0.8,1.1,0.9,0.8,1,0.9,0.7,1

A second format for some results above:
(34) C=CCN1C(=O)C2(C(C(=O)OCC)=C(N)Oc3ccccc32)C2=C1CCCC2=O (configuration not stated)
  Calb biofilm kill: -2 | PLK1 PBD inh: -2 | LYP act: -4 | Rev-RRE block: 4 | CYP2C9 inh: -8 | PTPN22 inh 2: 5 | EphB4 antag: 2 | PLK1 kinase inh: 14 | CYP2C9 act: 1.1
(35) O=C(c1cccn2c(=O)c3ccc(Cl)cc3nc12)N1CCC2(CC1)OCCO2
  Calb biofilm kill: 7 | PLK1 PBD inh: 21 | LYP act: -6 | Rev-RRE block: -1 | CYP2C9 inh: 14 | PTPN22 inh 2: 8 | EphB4 antag: 4 | PLK1 kinase inh: -19 | CYP2C9 act: 0.9

More entries.
[41] COc1ccc(CCC(C)NCCc2ccccc2)cc1 (configuration not stated)
[42] COc1ccc(-c2nc3ccccc3c(=O)n2-c2nccs2)cc1
[43] O=C(c1cc(-c2ccc(Cl)cc2)n(-c2ccc(Cl)cc2Cl)n1)N1CCOCC1
[44] S=C1CN=C(c2ccccc2)c2cc(Cl)ccc2N1
[45] Cc1cccc(N2C(=O)NC(=O)/C(=C\c3cnn(-c4ccccc4)c3)C2=O)c1
[46] CCCCn1c(O)c(C(C)=Nc2ccc(C(=O)O)cc2)c(=O)[nH]c1=O
[47] Cc1cccc(C(=O)NC(Oc2ccccc2)C(Cl)(Cl)Cl)c1 (configuration not stated)
[48] CP(=O)(O)CCCN
[49] CCC(=NCC1CCCO1)c1c(O)n(-c2ccccc2)c(=O)[nH]c1=O (configuration not stated)
[50] CC(C)N1C(=O)CC2(CC[N+](C)(CCOC(=O)C(O)(c3ccccc3)c3ccccc3)CC2)C1=O (configuration not stated)

assay / compound,41,42,43,44,45,46,47,48,49,50
Calb biofilm kill,0,/,/,9,/,-2,/,5,1,/
PLK1 PBD inh,21,15,-10,17,16,-17,17,23,-2,-6
LYP act,-1,-4,-3,15,1,-3,14,-8,-8,4
Rev-RRE block,-6,2,-8,4,23,4,2,10,5,19
CYP2C9 inh,-10,19,36,/,-10,-1,17,24,4,-3
PTPN22 inh 2,0,8,6,-15,3,2,-10,7,5,-8
EphB4 antag,1,8,-4,11,2,-5,-2,7,-1,-1
PLK1 kinase inh,4,-14,-9,-9,1,-8,-11,-9,-15,-14
CYP2C9 act,1.1,0.8,0.6,/,1.1,1,0.8,0.8,1,1

[51] O=C(C(Cc1ccccc1)NS(=O)(=O)c1ccc(F)cc1)N1CCC2(CC1)OCCO2 (configuration not stated)
[52] O=c1[nH]c(=S)n(CCC2=CCCCC2)c(O)c1C=NCCCn1ccnc1
[53] Cc1ccc2c(c1)C1CN(C)CCC1N2C(=O)c1ccco1 (configuration not stated)
[54] CCCNC(=O)c1c(N)n(CC2CCCO2)c2nc3ccccc3nc12 (configuration not stated)
[55] Cn1c(O)c(C(c2ccncc2)c2c(O)n(C)c(=S)n(C)c2=O)c(=O)n(C)c1=S
[56] Cc1ccc2c(c1)C1CN(C)CCC1N2C(=O)Cn1nnc(-c2ccccc2F)n1 (configuration not stated)
[57] CCOc1cc2[nH]c(=S)n(CCCC(=O)N3CCC4(CC3)OCCO4)c(=O)c2cc1OCC
[58] COc1ccc2c(c1)CC1(CN2C)C(=O)NC(=O)N(c2ccc(C)cc2)C1=O (configuration not stated)

assay / compound,51,52,53,54,55,56,57,58
Calb biofilm kill,13,7,6,1,6,8,0,3
PLK1 PBD inh,-15,14,-3,8,-16,-15,13,-8
LYP act,10,-4,11,-2,-2,-2,-6,-3
Rev-RRE block,1,13,7,13,6,4,4,4
CYP2C9 inh,37,98*,0,6,-4,4,55*,62*
PTPN22 inh 2,-6,5,-14,0,4,-1,3,2
EphB4 antag,0,-6,4,5,2,-7,6,-9
PLK1 kinase inh,-10,-3,7,-4,-3,-10,-15,-4
CYP2C9 act,0.6,0,1,0.9,1,1,0.4,0.4

The list is partial (hit frequency here may not be typical).
